Compound activity deposited in PubChem BioAssay by National Center for Advancing Translational Sciences (NCATS).
SNCA expr inhib – SNCA gene expression inhibition. HEK-293 SNCA-luciferase knock-in, luminescence, 24 h. Potency, µM (highest dose often 57.2 µM), without a hit: top-dose activity change, negative = inhibition, actives largely listed as inhibitors. 140,000 compounds, 0.17% hits;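 further: potency means the concentration at half of the fitted maximal effect; plate controls were DMSO cells for no effect and cell-free wells for full effect; nearly all actives have a fitted effect of over 45% in size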
HEK293 tox – HEK 293 cell cytotoxicity. HEK 293 viability, ATP luminescence (CellTiter-Glo), 48-72 h. Potency, µM (highest dose often 115 µM), without a hit: top-dose activity change, negative = cytotoxicity, hits mostly inhibitors. 94,000 compounds, 6.6% hits; further: potency means the concentration at half of the fitted maximal effect; nearly all actives have a fitted effect of over 60% in size
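Viability of HEK 293 cells, plated at 250 cells/well, was judged by cellular ATP after compound treatment for 48 or 72 hr. Luminescence was imaged 10 min after CellTiter-Glo addition at room temperature.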
FLuc inh – Photinus pyralis luciferase inhibition; 76,000 compounds, 2.5% hits; purified P. pyralis luciferase, luminescence, biochemical; P08659; Potency, µM (top dose mostly 115 µM), for the others: at the top dose activity change, negative = inhibition, usual class: inhibitors; further: potency means the concentration at half of the fitted maximal effect; nearly all actives have a fitted effect of over 65% in size
Target sequence (P08659 whole entry, looked up): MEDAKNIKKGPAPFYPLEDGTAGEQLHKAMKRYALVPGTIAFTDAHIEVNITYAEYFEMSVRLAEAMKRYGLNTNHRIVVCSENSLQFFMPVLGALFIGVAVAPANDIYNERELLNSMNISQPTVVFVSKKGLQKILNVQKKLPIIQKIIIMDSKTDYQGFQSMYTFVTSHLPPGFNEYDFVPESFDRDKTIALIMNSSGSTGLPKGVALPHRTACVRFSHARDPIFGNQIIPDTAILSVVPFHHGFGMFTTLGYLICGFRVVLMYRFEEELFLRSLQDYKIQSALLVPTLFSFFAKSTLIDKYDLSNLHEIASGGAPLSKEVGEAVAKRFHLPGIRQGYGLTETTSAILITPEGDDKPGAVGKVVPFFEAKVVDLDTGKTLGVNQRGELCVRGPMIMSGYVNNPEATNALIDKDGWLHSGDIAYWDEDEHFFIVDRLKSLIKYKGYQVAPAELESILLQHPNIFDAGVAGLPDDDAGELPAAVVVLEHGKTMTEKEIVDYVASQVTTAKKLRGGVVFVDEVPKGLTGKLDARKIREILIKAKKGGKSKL
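Inhibitors were tested against purified firefly luciferase in a biochemical, low-substrate format (both substrates at 10uM) and luminescence measured with a CCD imager.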
GPT2 inh – GPT2 alanine aminotransferase inhibition | 100,000 compounds, 0.25% hits | Recombinant GPT2, coupled pyruvate oxidase/HRP Amplex Red fluorescence | Potency, µM (titrated, usually from 57.7 µM), inactives show at the top dose activity change, negative = inhibition, usual class: inhibitors | Q8TD30 | AID 1671188; further: potency means the concentration at half of the fitted maximal effect; nearly all actives have a fitted effect of over 60% in size; many of its hits are not listed in these tables
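Recombinant GPT2 (10ng/uL) with 250uM a-KG and 2mM L-alanine, 30 min at room temperature, in HEPES pH 7.5 buffer. Pyruvate detected by pyruvate oxidase/HRP/Amplex Red fluorescence after 30 min in the dark; AOA (50uM) as positive control.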
NIH3T3 tox – NIH 3T3 cell cytotoxicity | AID 1345082 | NIH 3T3 viability, CellTiter-Glo ATP luminescence, 48-72 h | Potency, µM (titrated, usually from 96.7 µM), inactives show at the highest dose activity change, negative = cytotoxicity, usual class: inhibitors | 94,000 compounds, 4.3% hits; further: potency means the concentration at half of the fitted maximal effect; nearly all actives have a fitted effect of over 55% in size
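First NIH 3T3 cells are plated at 400 cells/well; next compound is pinned in; then plates incubate 48 or 72 hr at 37 °C; finally CellTiter-Glo is added and luminescence read after 10 min.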
IP6K1 inh – inhibitors of human IP6K1; Q92551; activity change, % (series mostly up to about 58 µM); IP6K1 kinase, ADP-Glo luminescence, 2 h; active compounds read low; 140,000 compounds, 0.81% hits; AID 1645851; in the data active means activity change below about -25%
Target sequence (Q92551 whole entry, looked up): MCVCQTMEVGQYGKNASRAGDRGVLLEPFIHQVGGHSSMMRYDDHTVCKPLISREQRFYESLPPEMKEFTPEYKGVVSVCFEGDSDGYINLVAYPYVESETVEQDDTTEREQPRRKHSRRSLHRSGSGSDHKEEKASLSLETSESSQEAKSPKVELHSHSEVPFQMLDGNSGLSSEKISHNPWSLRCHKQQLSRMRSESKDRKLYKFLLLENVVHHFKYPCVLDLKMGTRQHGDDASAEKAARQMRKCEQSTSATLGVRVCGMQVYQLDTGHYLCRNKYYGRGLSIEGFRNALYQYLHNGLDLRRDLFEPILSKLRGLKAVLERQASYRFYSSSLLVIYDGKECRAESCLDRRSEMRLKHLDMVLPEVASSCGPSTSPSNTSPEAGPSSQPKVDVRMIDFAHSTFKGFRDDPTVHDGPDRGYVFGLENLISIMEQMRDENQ
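ADP-Glo luminescence measures ADP made by human IP6K1 during a 2 h RT reaction with ATP/IP6 (mix at 1.3 mM/130 uM); top library doses 57.5 and 19.1 uM final.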
HEK293 viab – counter-screen for SNCA expression inhibitors: cell viability. HEK-293-SNCA-luc viability, GF-AFC fluorescence, 24 h. Potency, µM (series often up to 57.1 µM), inactives show top-dose activity change, negative = cytotoxicity, hits mostly cytotoxic. 150,000 compounds, 0.12% hits;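 further: potency means the concentration at half of the fitted maximal effect; 0% = DMSO-treated cells and -100% = medium-only wells without cells; nearly all actives have a fitted effect of over 30% in size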
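Cytotoxicity counterscreen: after 24 h compound treatment of genome-edited SNCA-luciferase HEK-293 cells, live-cell protease substrate GF-AFC read by fluorescence after 30 min; activity scaled between DMSO (0%) and medium-only (-100%), curves Hill-fitted.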
Active calls of the source: *; i = inactive; ? = inconclusive; / = no result given; & = joins results of further samples; ! = not confirmed by another sample; [ ] = remark or other dose. Unless noted, the call rests on the fitted dose curve; in most records, active means well fitted curve in the direction sought with a large enough effect; inconclusive means small, poorly fitted or top-dose-only effect, or another doubt; inactive means no such curve, though single readings can be large; an effect the other way counts as inactive or inconclusive. Unless noted, on the % scale 0 is the no-effect control and ±100 the full control effect. Not all compounds are listed, so the mix of outcomes need not match the whole.

SMILES	SNCA expr inhib	HEK293 tox	FLuc inh	GPT2 inh	NIH3T3 tox	IP6K1 inh	HEK293 viab
N[C@@H](Cc1cnc[nH]1)C(=O)N1CCC2(CC1)CC(=O)N(Cc1ccccc1)C2	9.3%	-5.3%	6.1%	3.2%[11.5 µM]	-3.6%	30.3	-15.8%
CC(C)CCNC(=O)C1CCCN(Cc2cccnc2)CCC(=O)NCC1 (configuration not stated)	6.6%	-17.0%	-11.9%	-11.5%	-16.7%	-1.9	?
COc1ccccc1N1CCN(C(=O)Nc2cn(CC(C)C)c(=O)c3ccccc23)CC1	9.9%	/	/	/	/	11.3	9.9%
Cc1ccc(OCC(=O)Nc2ccc(S(=O)(=O)Nc3ncccn3)cc2)c(C(C)(C)C)c1	-7.3%	/	/	/	/	-9.6	1.8%
C=CCOC(=O)C1=C(C)N(Cc2cccc(Cl)c2)C(=O)CC1c1ccccc1Cl (configuration not stated)	-15.5%	?	0.2%	-1.7%	-25.1%	3.9	6.5%
O=C(COc1ccccc1)N1CCN(C(=O)c2nnn3c2COC(c2ccccc2)C3)CC1 (configuration not stated)	16.7%	?	-9.5%	i	?	-4.3	-0.8%
Cc1nc2cc(-c3ccc(Cl)cc3)nn2c(C)c1CCC(=O)N1CCN(c2ccccc2)CC1	?	/	/	/	/	-4.7	29.5%
COc1ccccc1-c1nnc2n(CCc3ccccc3)c(=O)c3ccccc3n12	65.5%[activator]	/	/	/	/	-4.2	-1.9%
O=C(NCc1nnc2n1C(C(=O)N1CCOCC1)CC2)c1cccnc1 (configuration not stated)	0.6%	i	/	4.1%	2.1%	6.6	6.0%
Cc1cnc(CC2CCN(C(=O)NC(C)C)C2)n1C(C)C (configuration not stated)	-23.8%	-14.9%	-10.1%	i	-3.2%	-9.7	-6.1%
Cc1ccc2c(=O)cc(C(=O)Nc3c(C)cccc3C)oc2c1	-20.1%	/	/	/	/	-7.6	-16.0%
COCCN1C(=O)[C@@H]2C[C@@H](CN2Cc2cccc(OC)c2)Oc2ccccc21	-8.5%[87.6 µM]	?	10.5%[172 µM]	-1.6%[88.5 µM]	?	-1.3	6.7%[87.6 µM]

Complete entries as entered above:
COCCN1C(=O)[C@@H]2C[C@@H](CN2Cc2cccc(OC)c2)Oc2ccccc21 is listed with SNCA expr inhib = -8.5%[87.6 µM]; HEK293 tox = ?; FLuc inh = 10.5%[172 µM]; GPT2 inh = -1.6%[88.5 µM]; NIH3T3 tox = ?; IP6K1 inh = -1.3; HEK293 viab = 6.7%[87.6 µM]
Cc1cnc(CC2CCN(C(=O)NC(C)C)C2)n1C(C)C (configuration not stated) is listed with SNCA expr inhib = -23.8%; HEK293 tox = -14.9%; FLuc inh = -10.1%; GPT2 inh = i; NIH3T3 tox = -3.2%; IP6K1 inh = -9.7; HEK293 viab = -6.1%

Later entries.
SMILES	SNCA expr inhib	HEK293 tox	FLuc inh	GPT2 inh	NIH3T3 tox	IP6K1 inh	HEK293 viab
CCOc1ccccc1CN1CCC2(CCN(C(=O)Cc3ccccn3)CC2)Oc2ccccc21	-9.6%&-14.3%	?	-8.6%&-12.9%	i	?	-1.6&5.2	?
CCOc1ccc(C(=O)Nc2ccc3nc(SCC(=O)N4CCOCC4)sc3c2)cc1	87.4%[activator]	/	/	/	/	0.9	19.3%
CCOC(=O)c1ccc(NC(=O)c2cc3c([nH]c2=O)CC(c2ccccc2)CC3=O)cc1 (configuration not stated)	17.1%	/	/	/	/	-11.1	9.4%
CCC(O)c1cc2n(n1)CCN(Cc1nccn1Cc1ccccc1)C2 (configuration not stated)	-4.4%	2.1%	8.5%	i	-10.5%	19.9	0.5%
CN(C(=O)c1ccc2c(c1)OCO2)C1CCc2nn(CC3CC3)c(=O)n2CC1 (configuration not stated)	-9.8%	-15.5%	-14.4%	i	-13.8%	-10.8	-12.8%
CCCCCOC(=O)CSc1ncnc2c1sc1nc(N3CCOCC3)c3c(c12)CCCC3	-12.4%	/	/	/	/	12.6	2.6%
Cc1ccc(NC(=O)N2CCc3cc(S(=O)(=O)N4CCC(C)CC4)ccc32)cc1	-3.3%	/	/	/	/	-14.9	3.7%
CC(=O)N1CCC(Cc2nc(-c3ccccc3)n[nH]2)CC1	1.5%	i	3.4%	-2.5%	i	15.1	1.6%
Nc1nc2c(ncn2COC(CO)CO)c(=O)[nH]1	0.0857µM*!	/	/	-21.5%	/	12.0	-17.5%
CC(=O)NS(=O)(=O)c1ccc(N)cc1	43.6%[25.6 µM]	/	/	i	/	23.4	-10.5%[23.9 µM]
COc1ccccc1Nc1ccnc(N2CCN(C(=O)Nc3ccccc3)CC2)n1	-10.8%	?	/	?	?	21.5	-5.4%
COc1ccc(-c2ccc3c(N)c(C(=O)Nc4cccc(C)c4)sc3n2)cc1	126.5%[activator]	/	/	/	/	-6.2	23.3%
Cc1noc(C)c1CC(=O)N1CCC2(CC1)N(CC1CC1)C(=O)CS2=O (configuration not stated)	2.4%	-2.4%	7.2%	i	-5.2%	-9.5	-13.4%
COC[C@@H]1[C@H](C(=O)N2CCCN(C)CC2)CCCN1Cc1ccccc1	-16.6%	-15.1%	/	4.9%	-25.0%	18.5	0.9%
O=C1NCCCCCN(CC2CCCCC2)[C@H]2CCC[C@@H]12	-5.7%	?	-12.3%	1.4%	?	-13.7	-1.2%
Cc1ccccc1Nc1cc(C(=O)NCCc2ccc(Cl)cc2)c2ccccc2n1	?	/	/	/	/	-4.6	-28.1%
CCc1ccc(CN2CCCC(c3nnc(Cn4ccnc4)n3C)C2)nc1 (configuration not stated)	-22.8%	-1.0%	2.3%	-33.9%	-14.0%	-6.4	2.1%
COc1ccc(NC(=O)C2=C(C)Nc3nc(SCc4ccccc4C)nn3C2c2cc(OC)c(O)c(OC)c2)cc1 (configuration not stated)	59.6%[activator]	/	/	/	/	4.4	-14.2%
Cc1ccc(OCc2nc(C3CN(C(=O)c4cc5ccccc5[nH]4)C3)no2)cc1	-0.1%	i	?	i	i	8.3	4.2%
CCOC(=O)c1cccc(NC(=O)C2CCCN(S(=O)(=O)c3ccc4c(c3)oc(=O)n4C)C2)c1 (configuration not stated)	-5.6%	/	/	/	/	-10.0	8.8%
c1ccc(-c2cc(CC3(NCc4ccncc4)COC3)no2)cc1	-13.9%[87.6 µM]	?	-6.9%[172 µM]	-1.6%[88.5 µM]	-13.0%[174 µM]	13.8	-3.1%[87.6 µM]
CCNc1ncnc2sc3c(c12)CCN(C(=O)c1ccncc1)C3	-17.7%	13.4%	-0.1%	i	-17.0%	3.8	7.0%
Nc1ncc(S(=O)(=O)NCc2cccc(Cl)c2)cn1	9.2%	/	/	/	/	19.8	-3.8%
Cc1cc(C)n(Cc2ccc(C(=O)NCC3Cn4cccc4C(=O)N3C)o2)n1 (configuration not stated)	4.9%	-19.4%	-3.7%	i	-19.5%	-2.3	-8.2%
CCc1ccccc1NC(=O)Cn1nnc(C(=O)Nc2ccc(C)c(F)c2)c1N	12.4%	/	/	/	/	6.7	9.9%
O=c1[nH]c(C2CCCN(Cc3cccnc3)C2)nn1-c1ccc(Cl)cc1 (configuration not stated)	23.3%	?	5.7%	-2.5%	?	0.7	-9.8%
COc1ccccc1Nc1nn2c(=O)c3ccc(C(=O)N4CCCCC4)cc3nc2s1	4.4%	/	/	/	/	1.2	-22.6%
O=C(c1ccc(CC2CCN(C(=O)C3CCCO3)CC2)cc1)N1CCOCC1 (configuration not stated)	-6.7%	-7.3%	-1.5%	-7.0%	0.1%	-9.5	13.0%
O=C(c1cccs1)N1CCC2(CC1)N=C(c1cccc(Br)c1)NO2	-9.7%	?	5.6%	i	-24.1%	-6.3	-20.1%
CC(C)n1cc(CN2CCc3n[nH]c(=O)n3CC2)cn1	-27.0%	-0.2%	7.4%	i	-11.2%	3.8	-0.7%
CCC(=O)N1CCN(C(=O)c2ccccc2)CC1	15.5%	/	/	i	/	/	-3.7%
O=C(c1cnc2ccccn2c1=O)N1CC(=O)N(C2CCCCC2)CC(OCc2ccccc2)C1 (configuration not stated)	12.5%	-0.8%	-0.5%	2.4%	i	15.3	-21.0%
COc1ccc(CCNC(=O)Cn2ccn3nc4c(c3c2=O)CCCCC4)cc1OC	?	?	-6.2%	3.0%	?	6.3	?
Cc1ccc(-c2nnc([C@H]3CCN(C(=O)c4ccccc4)C3)o2)cc1	19.8%[87.6 µM]	?	-6.4%[172 µM]	3.1%[88.5 µM]	-18.6%[174 µM]	1.8	-11.9%[87.6 µM]
COc1ccc(CC(=O)N2CCCC(c3ccc(C(=O)O)cc3)C2)c(OC)c1 (configuration not stated)	11.7%	0.0%	6.2%	-8.4%	?	9.0	8.5%
COCC(=O)N1CCN(CCCn2nc3n(c2=O)CCCC3)CC1	/	i	/	/	-9.8%	-10.1	/
Cn1c(=O)c2c(SCC(=O)NCc3ccco3)nc(-c3ccccc3F)nc2n(C)c1=O	-2.9%	/	/	/	/	0.5	-16.2%

Part of the list above, with bars between the fields.
SMILES | SNCA expr inhib | HEK293 tox | FLuc inh | GPT2 inh | NIH3T3 tox | IP6K1 inh | HEK293 viab
O=C(COc1ccccc1)N1CCN(C(=O)c2nnn3c2COC(c2ccccc2)C3)CC1 (configuration not stated) | 16.7% | ? | -9.5% | i | ? | -4.3 | -0.8%
Cc1nc2cc(-c3ccc(Cl)cc3)nn2c(C)c1CCC(=O)N1CCN(c2ccccc2)CC1 | ? | / | / | / | / | -4.7 | 29.5%
COc1ccccc1-c1nnc2n(CCc3ccccc3)c(=O)c3ccccc3n12 | 65.5%[activator] | / | / | / | / | -4.2 | -1.9%
